Screening data deposited in PubChem BioAssay by several laboratories.
Arr AP2 block: inhibitors of beta-arrestin/AP2 binding, primary screen, biochemical, GPCR trafficking, flow cytometry; FITC-arrestin peptide / GST-AP2 beads; AP2 beta2 appendage carries R879A mutation; inhibition, % at 10 µM; 340,000 compounds, 0.31% hits;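 active = inhibition above a set limit, near 3 SD of compounds lacking own fluorescence, cut at about 54% in these data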;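 also: plate controls were DMSO wells for no effect and 5 µM unlabelled arrestin peptide for full effect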
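System: GST-AP2 R879A glutathione beads. Medium: PBS with 0.05% Tween 20 and 0.1% BSA. Also added: FITC-arrestin peptide, 50 nM. Incubation: 12 min plus 1 h, RT. Measured by: high-throughput flow cytometry of beads, ex 488, em 535 nm. Evaluation: percent drop in bead-associated FITC signal.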
C-LANA FP: inhibitors of KSHV C-LANA binding to DNA, primary screen, biochemical, fluorescence polarization, FAM-LBS DNA, MBP-C-LANA, single point | 340,000 compounds, 0.078% hits | inhibition, % at 9 µM | Kaposi's sarcoma herpesvirus LANA C-terminal domain (residues 932-1162) DNA binding | AID 504423, 2011;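 active = highest replicate inhibition at or above 60% at 9 µM, even if other replicates fall short; inactive = all replicates below 60% inhibition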;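 also: 0% = neutral control wells and 100% = 4 µM acridine orange control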
OPRM1-OPRD1 ag: agonists of OPRM1-OPRD1 heterodimerization, primary screen, cell-based, luminescence; cells; 340,000 compounds, 0.3% hits; Mu-type opioid receptor (Homo sapiens) + Delta-type opioid receptor (Homo sapiens), …; activation, % at 9.3 µM; AID 504326, 2011; in the data active = activation above about 18%;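 also: 0% = vehicle-treated cells and 100% = reference agonist; values of inactives mirror those of a sister screen read the other way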
RTF Ca sens act: cardiac RTF calcium sensitivity activators, primary screen, biochemical, IANBD-TnC fluorescence, EC20 calcium. IANBD-labeled TnC RTF fluorescence at EC20 calcium; 0% EC20 calcium, 100% full calcium. activation, % at 7.2 µM. 340,000 compounds, 0.24% hits. AID 493008, 2010;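 active = activation above the mean over all tested compounds plus 3 SD, cut at about 30% in these data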;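 also: rise in fluorescence read as greater calcium sensitivity of cardiac thin filaments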
Keap1-Nrf2 PPI: Keap1-Nrf2 protein-protein interaction inhibitors, primary screen, biochemical, fluorescence polarization, single point | Keap1 Kelch-Nrf2 peptide fluorescence polarization, 1536-well | inhibition, % at 9.4 µM | 340,000 compounds, 0.15% hits; in the data active = inhibition above about 12%;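 also: human Keap1 Kelch domain with fluorescein labeled Nrf2 9mer peptide probe; 0% = neutral control wells and 100% = peptide positive control; higher means more block of Keap1 binding to Nrf2 peptide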
OPRM1-OPRD1 inv: inverse agonists of MOR-DOR heterodimerization, primary screen, cell-based, luminescence. Mu-type opioid receptor (Homo sapiens) + Delta-type opioid receptor (Homo sapiens), …. cell-based MOR-DOR heterodimer luminescence, inverse agonism. inhibition, % at 9.3 µM. 340,000 compounds, 0.21% hits; in the data active = inhibition above about 22%, passing the limit was not always enough;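 also: 0% = cells with DMSO and 100% = wells without cells with DMSO; values of inactives mirror those of a sister screen read the other way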
Pemphigus Ab inh: inhibitors of pemphigus antibody binding to DSG3, primary screen, biochemical, bead-based, flow cytometry, scFv-GFP. 310,000 compounds, 0.48% hits. binding (percent of control), % at 10 µM. DSG3-coupled beads, scFv-anti-DSG3-GFP binding; active compounds read low. Desmoglein-3 (Homo sapiens), P32926;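 active = binding more than 3 SD below its plate's average and above zero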;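 also: hits lower antibody fragment binding to DSG3; some compounds called inactive have numbers as strong as hits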
Target sequence (P32926 whole entry, looked up, the tested form may be a part): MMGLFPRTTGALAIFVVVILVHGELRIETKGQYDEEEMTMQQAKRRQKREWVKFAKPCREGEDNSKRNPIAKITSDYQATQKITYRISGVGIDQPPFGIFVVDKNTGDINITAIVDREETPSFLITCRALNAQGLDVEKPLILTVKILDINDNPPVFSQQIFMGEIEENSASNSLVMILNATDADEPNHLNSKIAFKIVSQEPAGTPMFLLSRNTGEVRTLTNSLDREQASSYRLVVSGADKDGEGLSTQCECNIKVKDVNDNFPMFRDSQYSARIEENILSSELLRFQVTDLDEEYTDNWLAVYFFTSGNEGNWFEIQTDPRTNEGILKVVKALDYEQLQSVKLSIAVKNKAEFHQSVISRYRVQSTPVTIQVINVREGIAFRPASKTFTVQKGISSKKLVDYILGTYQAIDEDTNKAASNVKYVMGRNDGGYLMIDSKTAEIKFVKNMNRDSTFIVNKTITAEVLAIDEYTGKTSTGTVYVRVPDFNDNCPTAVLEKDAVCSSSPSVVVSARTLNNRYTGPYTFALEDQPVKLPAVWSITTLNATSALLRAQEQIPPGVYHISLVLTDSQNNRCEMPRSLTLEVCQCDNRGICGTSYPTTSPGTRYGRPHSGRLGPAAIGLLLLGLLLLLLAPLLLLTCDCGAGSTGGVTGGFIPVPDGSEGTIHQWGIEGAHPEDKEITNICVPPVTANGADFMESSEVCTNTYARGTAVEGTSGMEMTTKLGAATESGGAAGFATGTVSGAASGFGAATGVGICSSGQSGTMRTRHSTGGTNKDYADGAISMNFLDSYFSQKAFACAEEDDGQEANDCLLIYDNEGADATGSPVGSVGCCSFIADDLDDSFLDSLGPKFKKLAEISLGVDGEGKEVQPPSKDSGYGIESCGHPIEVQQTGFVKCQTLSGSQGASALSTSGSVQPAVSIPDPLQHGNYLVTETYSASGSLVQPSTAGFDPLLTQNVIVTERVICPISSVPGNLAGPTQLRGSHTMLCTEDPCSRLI
V-ATPase pHluor: regulators of yeast V-ATPase proton pumping, primary screen, pHLuorin cytosolic pH fluorescence; S. cerevisiae; response, % at 10 µM; 350,000 compounds, 0.37% hits; in the data active = response mostly above about 7.3%, no sharp cut-off; inactive = mostly below about 5.4%; also: actives read high; inactives centre near 0; some compounds called inactive have numbers as strong as hits; reference of the scale not given here
Wnt act: Wnt/beta-catenin pathway activators, primary screen, cell-based, plate reader, single point | Wnt/beta-catenin reporter cell assay, activator | activation, % at 9.35 µM | 300,000 compounds, 1.2% hits | AID 743398, 2014; in the data active = activation above about 30%, passing the limit was not always enough;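 also: 0% = neutral control wells and 100% = positive control wells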
Cardiac RTF inh: cardiac RTF calcium sensitivity inhibitors, primary screen, biochemical, IANBD-TnC fluorescence, EC70 calcium; AID 493244, 2011; inhibition, % at 7.15 µM; 340,000 compounds, 0.12% hits; IANBD-labeled cardiac RTF, Ca2+ fluorescence; Troponin I, cardiac muscle (Homo sapiens) + Troponin T, cardiac muscle (Homo sapiens) + …;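 active = inhibition above the mean inhibition of all tested compounds plus 3 SD, cut at about 17% in these data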;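 also: assay run at fixed EC70 calcium of 1.6 mM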
The depositor's hits bear a star; i = inactive; nt = not tested or not shown; & = joins results of further samples.

SMILES	Arr AP2 block	C-LANA FP	OPRM1-OPRD1 ag	RTF Ca sens act	Keap1-Nrf2 PPI	OPRM1-OPRD1 inv	Pemphigus Ab inh	V-ATPase pHluor	Wnt act	Cardiac RTF inh
Cc1c(/N=C/c2ccco2)n(Cc2ccccc2)c2ccccc12	2	-0.5	3.7	-5	-9	-19	nt	3	0	1
COc1ccc2c(CC(=O)Nc3c(C)n(C)n(-c4ccccc4)c3=O)coc2c1	-4	0.6	-4.5	-1	-4	19	nt	-1	-2	-3
CS(=O)(=O)c1ccc(SCC(=O)NC2CCS(=O)(=O)C2)c([N+](=O)[O-])c1 (stereo not drawn)	5	0.0	0.5	3	-6	-3	101	0	-1	3
Cc1ccc(F)cc1NC(=O)CSc1n[nH]c(N)n1	-3	0.9	-1.3	4	-1	5	102	1	1	-5
C/C(=N\NC(=O)c1cccc(S(=O)(=O)N2CCOCC2)c1)c1ccc(O)cc1	9	1.7	219*	0	-4	i	97	-1	1	-10
O=C(Nc1ccc([N+](=O)[O-])cc1)c1cccc(S(=O)(=O)Nc2cccnc2)c1	0	0.6	-3.5	-3	-1	18	99	2	-2	-1
CC1CCCCN1C(=O)CSc1nc2c(c(=O)n(C)c(=O)n2C)n1C (stereo not drawn)	14	0.9	-0.2	-6	-3	1	nt	-3	-2	-6
COc1ccc(C)cc1Nc1nc(N)c2cc(OC)c(OC)cc2n1	-11	-19	14	3	-2	-67	98	2	nt	-4
O=C(c1ccc(Br)o1)N1CCN=C1SCc1cccnc1	5	-2.0	-0.6	-2	-4	3	109	1	-2	-2
O=C(N=Nc1c(O)[nH]c2ccccc12)c1ccccc1NS(=O)(=O)c1cccs1	20	-0.4	-0.1	0	2	1	99	6	0	-1
CCOC(=O)c1sc(Nc2nc3c(OC)cccc3s2)cc1C	0	-0.4	2.3	4	3	-12	nt	-6	10	-11
CN(C(=O)COC(=O)C1CCN(S(=O)(=O)c2c(Cl)cccc2Cl)CC1)c1ccccc1	-1	2.6	0.1	-4	-8	-1	83	2	1	-6
COCCN(C(=O)COc1ccc(Cl)cc1)c1nnc(-c2cccnc2)s1	2	0.0	-1.3	4	-5	7	99	8	-1	2
O=C(COc1ccc(Cl)cc1)N(Cc1cccs1)C1CCS(=O)(=O)C1 (stereo not drawn)	13	-0.8	-0.8	8	-3	5	98	-5	-2	-6
Cc1ccn2cc(-c3cc4ccccc4oc3=O)nc2c1	7	0.2	20*	2	1	-102	127	1	1	0
Cc1ccc2nc(Cl)c(C3CC(c4cccs4)=NN3C(=O)CCCC(=O)O)cc2c1 (stereo not drawn)	4	-2.0	1.4	1	-4	-9	95	0	-3	-26
Cc1ccc(OCC(=O)NC(=S)Nc2ccccn2)c(Br)c1	-8	0.3	-0.7	1	-8	4	nt	-5	7	3
Cc1cn(C)c(=O)n(C)c1=O	8	0.2	-1.6	6	-2	9	100	0	-1	2
O=C(Nc1ccc(N2CCOCC2)c(Cl)c1)c1cccc(F)c1	27	-1.1	-1.7	-4	-1	7	100	-6	26	0
COc1ccc(-c2nnc(SCC(=O)NCCc3ccc(S(N)(=O)=O)cc3)o2)cc1OC	-5	-12	-0.2	-3	-3	1	102	-5	7	-11
Cc1ccccc1NC(=O)NC1(C(=O)N2CCC(O)CC2)CCCCC1	31	-0.9	-2.5	5	3	13	101	2	0	-3
CCO/C([O-])=N/c1c[n+](N2CCOCC2)no1	-2&-2	-1.0&1.7	-1.4&-1.5	4&4	4&0	7&8	89	-2&1	0&0	17&5
CCOC(=O)c1ccc(N(C(=O)c2ccco2)C(C(=O)NC2CCCCC2)c2ccncc2)cc1 (stereo not drawn)	5	1.5	-0.5	4	-3	4	96	-1	5	-4
O=S(=O)(c1ccc(NC(=S)N/N=C/c2ccc(N3CCOCC3)cc2)cc1)N1CCOCC1	9	0.9	-2.4	-3	-1	14	98	-3	-9	-8
c1nc(NC2CCCC2)c2[nH]cnc2n1	-11	1.0	-2.4	2	5	14	102	-2	-3	-11
CN(C)c1ccc(C(=O)C(=O)c2ccccc2)cc1	33	-2.4	-4.1	1	0	21	95	0	7	-4
CC(=O)Nc1ccc(C(=O)CSc2nnnn2C)cc1	2	-0.7	-0.6	10	-3	3	92	4	2	4
CC1=CC(C)(C)Nc2ccc(Cc3ccc4c(c3)C(C)=CC(C)(C)N4)cc21	9	-0.2	0.0	2	0	0	99	-2	-4	-7
O=C1C(Cc2ccccc2)Nc2ncnc(N3CCCCC3)c2N1Cc1ccc(Br)cc1 (stereo not drawn)	16	-2.7	-5.7	-2	-11	26	96	-7	0&-1	-8
O=C(C[n+]1cccc(CNC(=O)c2ccc(OC(F)F)cc2)c1)c1ccccc1	-1	-1.5	1.6	1	0	-11	92	-3	nt	-24
CCCCOc1ccc(C(=O)N/C(=C/C=C/c2ccccc2)C(=O)N2CCOCC2)cc1	1	1.5	-0.6	1	-7	3	nt	1	-2	6
COCC(C)n1c(C)cc(C(=O)COC(=O)c2oc3ccccc3c2C)c1C (stereo not drawn)	24	-0.5	-0.4	-4	-4	2	nt	-6	nt	7
CC(NC(=O)Cc1ccccc1F)c1ccc(F)cc1 (stereo not drawn)	0	-0.7	-1.2	0	-3	7	103	-1	1	-14
O=C(Nc1nnc(C2=COCCO2)o1)c1ccc(Cl)cc1	-2	2.1	-1.6	-2	-2	9	124	1	0	-7
CC(C)CCn1c(=O)c2ccccc2c2ccccc2c1=O	8	-0.7	2.9	3	-3	-14	109	5	nt	-13
O=c1c2ccccc2nc2c3ccccc3c(NCc3cccnc3)nn12	5	1.6	-2.0	4	-3	10	98	9	-1	6
Cc1nc(SCC(=O)N2CC(=O)Nc3ccccc32)c2c(C)c(C)sc2n1	9	-2.9	3.0	4	-8	-18	100	-3	-5	-8
Cc1cc(OCCn2cc(/C(N)=N/O)c3ccccc32)ccc1Cl	7	-1.2	5.5	1	-2	-31	101	-4	nt	4
CC(=O)NCc1nnc2c3ccccc3c(-c3ccccc3)nn12	8	-1.7	2.4	-5	2	-17	102	-3	0	-18
COc1cc(C2C(C(=O)OCCC#N)=C(C)NC3=C2S(=O)(=O)c2ccccc23)cc(OC)c1OC (stereo not drawn)	0	-0.1	-3.3	-2	0	16	98	-1	-6	-2
CCOC(=O)CC(NCc1ccc(OC)c(OCC)c1)c1ccc(C)cc1 (stereo not drawn)	-23	1.7	-2.1	1	-2	10	99	-1	-3	-4
COC(=O)c1ccc(OC(=O)CCc2cc(OC)c(OC)c(OC)c2)cc1	8	1.0	-0.8	2	-4	4	101	0	0	0
O=C(/C=C/c1ccc(F)cc1)N1CCN(c2ccccn2)CC1	22	-1.2	-1.5	0	1	10	82	3	7	-3
CCCc1nnc(NC(=O)CCC(=O)NC2CC2)s1	-5	-1.5	-2.0	1	-4	10	108	-1	1	-3
Cc1c(C#N)c2ncn(Cc3ccccn3)c(=O)c2n1-c1ccccc1	27	-1.4	-1.5	-3	-2	6	nt	-1	nt	1
CCOc1ccc(Oc2ccc(S(=O)(=O)N3CCOCC3)cc2N)cc1	7	0.8	-0.3	-2	4	1	91	2	-1	-7
O=C1C(c2ccc(F)cc2)N(Cc2ccc3c(c2)OCO3)C(=O)CN1C1CCCCCC1 (stereo not drawn)	13	-0.1	2.6	-5	-2	-14	97	8	nt	-7
Cc1c(/C=N/NC(=O)c2cc(=O)[nH]c(=O)[nH]2)c2ccccn2c1C(=O)c1ccccc1	11	-1.4	-0.4	4	-3	2	97	9	nt	-5
CC(=O)c1cccc(NC(=O)CCn2c(=O)oc3ccccc32)c1	26	0.5	-1.3	-22	-1	8	nt	-4	-2	7
CCc1ccc(NC(=O)COC(=O)c2nc3nc(C)cc(C)n3n2)cc1	13	-0.8	-3.2	2	0	13	98	-1	-1	-9

Structures from the list above with a nitro group on carbon, in the order listed:
SMILES	Arr AP2 block	C-LANA FP	OPRM1-OPRD1 ag	RTF Ca sens act	Keap1-Nrf2 PPI	OPRM1-OPRD1 inv	Pemphigus Ab inh	V-ATPase pHluor	Wnt act	Cardiac RTF inh
CS(=O)(=O)c1ccc(SCC(=O)NC2CCS(=O)(=O)C2)c([N+](=O)[O-])c1 (stereo not drawn)	5	0.0	0.5	3	-6	-3	101	0	-1	3
O=C(Nc1ccc([N+](=O)[O-])cc1)c1cccc(S(=O)(=O)Nc2cccnc2)c1	0	0.6	-3.5	-3	-1	18	99	2	-2	-1

The list continues.
SMILES	Arr AP2 block	C-LANA FP	OPRM1-OPRD1 ag	RTF Ca sens act	Keap1-Nrf2 PPI	OPRM1-OPRD1 inv	Pemphigus Ab inh	V-ATPase pHluor	Wnt act	Cardiac RTF inh
COc1ccc(S(=O)(=O)N(C)CC(=O)N2CCCC2)cc1OC	7	-0.4	-3.7	2	5	18	98	0	0	4
CC(=O)c1cccc(NC(=O)CC2CCCC2)c1	24	0.5	0.5	-2	2	-3	97	-3	0	1
COc1ccccc1CCNC(=O)CN1C(=O)NC2(CCCC2)C1=O	5	0.2	-3.0	4	-6	16	112	1	-3	2
O=C(Nc1ccon1)c1cccc(Cl)c1	1	-1.2	-1.0	4	1	6	98	-3	nt	-3
CC(C(=O)Nc1cc([N+](=O)[O-])ccc1Cl)N1CCN(c2ccccc2)CC1 (stereo not drawn)	-3	0.3	0.3	-1	-1	-2	106	4	nt	4
COc1cc(C(=O)Nc2nccs2)ccc1OCc1c(C)noc1C	4	-0.7	0.8	6	-4	-5	104	3	0	-9
CC(C)(C)c1ccccc1OCCCCN1CCCC1	5	0.8	-0.2	12	0	1	105	-2	nt	-19
Cc1noc(C)c1C(=O)N1CCCC(C(=O)c2cccc(C(F)(F)F)c2)C1 (stereo not drawn)	-11	0.9	-1.3	0	-4	7	102	-1	3	-17
COc1ccc(C(C)=O)c(Oc2ccc(S(=O)(=O)N3CCOCC3)cn2)c1	-2	0.1	-2.8	-7	-4	12	95	0	-2	-1
CN(C(=O)c1ccc2c(c1)OCO2)C1(C)CCS(=O)(=O)C1 (stereo not drawn)	23	1.0	-2.3	10	1	13	114	-5	0	1
CCOC(=O)c1c(N2CCCCC2)c2ccccc2[nH]c1=O	20	-0.4	-2.6	6	0	15	105	1	nt	7
CC(=O)c1cccc(NC(=O)NC2CC(=O)N(c3ccc4c(c3)OCCO4)C2)c1 (stereo not drawn)	-13	1.4	-3.1	11	-5	16	106	0	-4	2
COc1ccc(NC(=O)Nc2nnc(CC(=O)NCc3ccccc3)s2)cc1	5	-0.1	3.9	-1	-3	-28	101	10	-1	-15
